# Bioassay records: PubChem BioAssay, Sanford-Burnham Center for Chemical Genomics
# H9c2 TAG inh: reduces triacylglycerol accumulation in H9c2 cells. 230,000 compounds, 0.66% hits. AID 651582. inhibition, % at 12.5 µM. Nile Red lipid (TAG) fluorescence; cells loaded with 200 µM oleic acid;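 active means pattern-corrected inhibition of lipid staining of at least 50% with the nuclear-stain viability signal not falling by more than 50%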;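 further: 0% = DMSO wells and 100% = triacsin C control wells; some results filed as inactive read as strong as hits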
# H9c2 TAG inh DAPI viability: recorded beside H9c2 TAG inh, whose call it bears; DAPI nuclei signal change (viability), lower = more cytotoxic, %;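 whole-well DAPI fluorescence read on a plate reader as a viability signal; minus 50 percent equals half of cells still viable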
# * hit, by the source's call.
SMILES,H9c2 TAG inh,H9c2 TAG inh DAPI viability
Cc1ccsc1/C=N/NC(=O)c1ccc2c(c1)OCCO2,19,-13
ON(CCc1ccccn1)CCc1ccccn1,-31,1
O=C(Nc1ccccc1)c1ccc(S(=O)(=O)N2CCOCC2)cc1,5,-1
N#CC1=C(N)Oc2n[nH]c(-c3cccs3)c2C1c1ccncc1 (stereo not given),5,0
Cc1ccc(CNC(=O)C(Cc2ccccc2)n2cccc2)cc1 (stereo not given),-14,3
CCc1nc2ccc(C(=O)N3CCN(C(=O)c4ccco4)CC3)cn2c1N(C)Cc1cccs1,-2,-4
Nc1cc2c(cc1Cl)-c1ccc(Cl)cc1C2=O,11,6
COc1cc(NC(=O)Nc2nc(C(N)C(C)C)cs2)cc(OC)c1OC (stereo not given),37,-5
Cc1cc(SCCOc2ccc(Br)cc2)nc(N)n1,-1,1
CC(C)CC(=O)Nc1cc2nn(-c3ccccc3)nc2cc1Cl,4,18
CC1CCCN(c2nc3c(c(=O)[nH]c(=O)n3C)n2CCCc2ccccc2)C1 (stereo not given),5,8
Cc1ccc(S(=O)(=O)CCN2C=CC(C(F)(F)F)=NCC2)cc1,3,-3
Oc1cc(OCc2ccccc2)ccc1-c1[nH]ncc1-c1ccccc1,6,-4
CCOC(=O)C1=C(CSc2nc(CC)c(C)cc2C#N)OC(N)=C(C#N)C1c1ccc(OC)cc1 (stereo not given),-8,14
CCN(CC)S(=O)(=O)c1ccc2nc(CSc3nnnn3-c3ccc(O)cc3)[nH]c2c1,-2,-1
Clc1cccc(Cl)c1C1=NOC(c2nnc(-c3ccccc3)o2)C1 (stereo not given),-7,0
O=C(C1CCCCC1)N1CCC2CC1c1cc(N3CCCCC3)ccc12 (stereo not given),-52,-9
CCOC(=O)c1cnc(SCC(=O)Nc2nc(C)c(C)s2)nc1N,-1,-9
COc1ccc(-c2n[nH]c(=S)n2Cc2ccccc2)cc1,-2,-1
O=C(COC(=O)c1ccccc1NCCO)Nc1cc(C(F)(F)F)ccc1N1CCOCC1,11,27

# The closing 6 records of the section before open the next one:
SMILES,H9c2 TAG inh,H9c2 TAG inh DAPI viability
CCN(CC)S(=O)(=O)c1ccc2nc(CSc3nnnn3-c3ccc(O)cc3)[nH]c2c1,-2,-1
Clc1cccc(Cl)c1C1=NOC(c2nnc(-c3ccccc3)o2)C1 (stereo not given),-7,0
O=C(C1CCCCC1)N1CCC2CC1c1cc(N3CCCCC3)ccc12 (stereo not given),-52,-9
CCOC(=O)c1cnc(SCC(=O)Nc2nc(C)c(C)s2)nc1N,-1,-9
COc1ccc(-c2n[nH]c(=S)n2Cc2ccccc2)cc1,-2,-1
O=C(COC(=O)c1ccccc1NCCO)Nc1cc(C(F)(F)F)ccc1N1CCOCC1,11,27
CCc1cc(CNC(=O)C2CCC(=O)N(Cc3ccccc3F)C2)on1 (stereo not given),-1,10
O=C(NC(=S)N1CCCCCC1)c1ccccc1Cl,1,-9
COc1ccc(-c2csc(NC(=O)C3COc4ccccc4O3)n2)cc1OC (stereo not given),6,0
O=C(Nc1nnc([C@@H]2C[C@H](O)[C@@H](CO)O2)s1)c1cccs1,10,-8
CN=c1scc(C)n1/N=C/c1ccc(O)c(O)c1O,7,-15
O=S(=O)(Nc1ccc(-c2cnco2)cc1)c1ccccc1,-10,-1
COc1ccc(/C(N)=N/OC(=O)Cc2ccccc2)cc1,-11,-3
Fc1ccc2cc(-c3ccsc3)ncc2c1,-17,0
CCO[C@H]1OC(C(=O)NCc2ccccc2)=C[C@@H](C2CC2)[C@@H]1CCCO,-9,1
Cn1cc(/C=N/Nc2ccccc2)c2ccccc21,-4,61
Cc1noc(C)c1CSc1nnc2n(-c3ccccc3)c(=O)c3ccccc3n12,16,-9
O=C1CCCC2=C1C(c1ccc(OS(=O)(=O)c3ccc(Cl)cc3)cc1)C1=C(CCCC1=O)O2,26,-17
Cc1ccc(CC(=O)NCCCc2ccccc2)cc1,-12,0
O=C(COC(=O)c1n[nH]c2ccccc12)Nc1ccccc1Br,2,-2
COc1ccc(C(=O)C2CCCN(C(=O)c3ccc(F)cc3)C2)cc1OC (stereo not given),-18,-2
COc1ccc(N2CCN(c3ncnc4scc(-c5ccc(F)cc5)c34)CC2)cc1,-10,3
Cc1ccccc1NC(=O)CCN1CCCCCC1,-4,0
COC(=O)[C@@H]1CCCN1C(=O)c1cc(COc2cccc3cccnc23)on1,12,6
COc1cccc(OC)c1C(=O)OCC(=O)NCC(C)C,9,-9
CCCn1nnnc1SCC(=O)N1CCN(C(=O)c2ccco2)CC1,-17,11
O=[N+]([O-])c1ccc(S(=O)(=O)NCC(c2ccco2)N2CCc3ccccc3C2)cc1 (stereo not given),-17,-2
COC(=O)CCC(=O)Nc1sc(C)c(C)c1C(N)=O,-16,11
CC(C)(C)C(=O)Nc1nnc(COc2ccc(Cl)cc2)s1,7,-7
CCCCn1c(N)c(N(CCOC)C(=O)COC(=O)c2ccccc2OCC)c(=O)[nH]c1=O,15,5
Cc1nn(-c2ccccc2)c2c1C(c1ccc(Cl)cc1)N(c1ccccc1)C(=O)N2 (stereo not given),-18,9
O=C(CN1c2ccccc2Sc2ccccc21)N/N=C/c1ccc([N+](=O)[O-])cc1,24,-16
Cn1c(=O)c2cccnc2c(=O)n1C,-5,3
CC(=O)N1CCN(c2ccc(NC(=O)c3cccc([N+](=O)[O-])c3)cc2)CC1,12,-3
COc1ccccc1NC(=O)Nc1nc(CC(=O)Nc2ccc(F)cc2)cs1,-10,9
CC(=O)c1c(C)[nH]c(C(=O)Nc2ccc(C)cn2)c1C,10,-2
OC(c1ccccc1)C(NCc1ccccc1)c1ccccc1 (stereo not given),-15,6
O=S(=O)(Nc1ccncc1)c1ccccc1,2,4
CCOc1cccc(/C(O)=C2/C(=O)C(=O)N(CCN3CCOCC3)C2c2cccnc2)c1 (stereo not given),-15,4
CCSc1ccc([C@@H]2[C@@H]3C(=O)N(CC)C(=O)[C@@H]3[C@]3(C(=O)OC)CCCCN23)cc1,-35,1
Cc1noc(C)c1S(=O)(=O)N1CCC(C(=O)N2CCC(N3CCCCC3)CC2)CC1,2,1
CCC(=O)Nc1cccc(C2=NOC3(C2)C[C@@H](C(N)=O)N(C(=O)COc2ccc(Cl)cc2)C3)c1 (stereo not given in full),13,-3
COc1ccccc1C(=O)COC(=O)CNC(=O)c1ccc(Br)o1,-1,10
CCOC(=O)N1CCN(Cc2nc3cc(NC(=O)c4cccs4)ccc3n2C)CC1,18,-6
C[C@@H]1CN([C@H](C)CO)C(=O)CCCn2nncc2CO[C@H]1CN(C)S(=O)(=O)c1cccc(C#N)c1,5,-2
O=C(CSc1ccc(Cl)cc1)N1N=CCC1c1ccccc1 (stereo not given),4,-8
COCCCn1c(SCC(=O)Nc2cccc(C(=O)OC)c2)nnc1-c1ccncc1,2,-13
C=CCNC(=O)c1csc(-c2ccccc2)n1,8,-10
COc1cc(CN2CCN(C(=O)c3cccc4ccccc34)CC2)cc(OC)c1OC,2,-6
CN(C)S(=O)(=O)Oc1ccsc1C(=O)Nc1ccccc1Cl,-18,1
O=S(=O)(NCCS(=O)(=O)N1CCN(c2ccccc2)CC1)c1ccc(F)cc1,-28,7
O=C(Nc1scc(-c2cccs2)c1C(=O)O)c1cccs1,9,10
CCOC(=O)Nc1ccc(NS(=O)(=O)c2ccc(C)cc2)cc1,8,9
CCCC(=O)Nc1nc(C)c(-c2csc(Nc3cc(OC)ccc3OC)n2)s1,42,19
CC1(C)Oc2ccc3ccc(=O)oc3c2C(N2CCCCC2)C1O (stereo not given),-26,5
Cc1ccc(C(=O)OC(C)C(=O)NC2CCCCC2C)cc1S(=O)(=O)N1CCOCC1 (stereo not given),-6,-7
Cc1ccc(Nc2c(-c3ccc(N4CCOCC4)cc3)nc3ncccn23)c(C)c1,-15,5
O=[N+]([O-])c1cc(Br)c(O)c(C=Nc2ccc(N3CCOCC3)cc2)c1,11,-7
COc1cc(CNCCN(C)C)c(Br)cc1OC1CCCC1,3,1
COc1ccccc1C(C)NC(=O)c1ccccc1SCC(=O)N1CCCC1 (stereo not given),18,-9
O=C(NCC1CCCO1)c1ccc(COc2ccccc2)cc1 (stereo not given),0,-4
CC(OC(=O)c1cccc(-n2cnnn2)c1)C(=O)NCc1ccccc1 (stereo not given),10,2
CC(C)CC(c1nnnn1CC1CCCO1)N1CCN(Cc2ccc3c(c2)OCO3)CC1 (stereo not given),11,-9
CC(C)(C)c1ccc(C(=O)Nc2ncn[nH]2)cc1,-8,7
CCn1c(SCC(=O)c2c(N)n(C3CC3)c(=O)[nH]c2=O)nnc1-c1ccoc1C,-2,5
C/C(CC(=O)Nc1ccc(C)c(Cl)c1)=N\NC(=O)c1ccco1,2,1

# A different layout for part of the listing above.
CC(OC(=O)c1cccc(-n2cnnn2)c1)C(=O)NCc1ccccc1 (stereo not given)
  H9c2 TAG inh: 10 | H9c2 TAG inh DAPI viability: 2
CC(C)CC(c1nnnn1CC1CCCO1)N1CCN(Cc2ccc3c(c2)OCO3)CC1 (stereo not given)
  H9c2 TAG inh: 11 | H9c2 TAG inh DAPI viability: -9
CC(C)(C)c1ccc(C(=O)Nc2ncn[nH]2)cc1
  H9c2 TAG inh: -8 | H9c2 TAG inh DAPI viability: 7
CCn1c(SCC(=O)c2c(N)n(C3CC3)c(=O)[nH]c2=O)nnc1-c1ccoc1C
  H9c2 TAG inh: -2 | H9c2 TAG inh DAPI viability: 5

# The listing picks up, repeating the five entries before the break.
SMILES,H9c2 TAG inh,H9c2 TAG inh DAPI viability
CC(OC(=O)c1cccc(-n2cnnn2)c1)C(=O)NCc1ccccc1 (stereo not given),10,2
CC(C)CC(c1nnnn1CC1CCCO1)N1CCN(Cc2ccc3c(c2)OCO3)CC1 (stereo not given),11,-9
CC(C)(C)c1ccc(C(=O)Nc2ncn[nH]2)cc1,-8,7
CCn1c(SCC(=O)c2c(N)n(C3CC3)c(=O)[nH]c2=O)nnc1-c1ccoc1C,-2,5
C/C(CC(=O)Nc1ccc(C)c(Cl)c1)=N\NC(=O)c1ccco1,2,1
O=[N+]([O-])c1cccc(-c2ccc(/C=N/NC(=S)Nc3cccc(F)c3)o2)c1,23,-6
CN(CCc1ccccc1)C(=O)c1cccc(NC(=O)Cc2cccc([N+](=O)[O-])c2)c1,-10,-2
CCCCN1C(=O)C(=O)N(CC(=O)N2CCc3ccccc32)C1=O,-8,-4
Cc1n[nH]c(=O)c2c(NC(=O)CSc3ccc(Br)cc3)oc(C)c12,0,1
Cc1ccc(S(=O)(=O)NCC[C@@]2(C)C3CCC2(C)C(=O)C3)cc1 (stereo not given in full),-4,2
COC(=O)CC1(CC(N)=O)SCCS1,-1,5
CC(C)n1nc(C(=O)NNC(=O)c2ccc(OC(F)F)cc2)c2ccccc2c1=O,-1,6
Cc1ccc(Cl)cc1N1CCN(S(=O)(=O)c2cccc(S(=O)(=O)N3CCCC3)c2)CC1,-13,8
O=c1n(Cc2ccccc2F)c2ccccc2n1Cc1ccccc1F,-17,-3
CC(=O)c1ccc(-c2cc([C@H]3[C@H]4C=CC[C@@H](C)[C@@H]4C(=O)N3Cc3ccccc3)ccc2F)cc1,14,9
CCSC1=C(C#N)C(=O)n2c1cc1c2CCCC1,-12,-2
CNC(=O)c1[nH]cnc1C(=O)Nc1cccc(Cl)c1,10,-6
COc1cccc(C(=O)Oc2cc(C)[nH]c(=O)c2[N+](=O)[O-])c1,7,0
COCCNC(=S)N1CCN(S(C)(=O)=O)CC1,14,-5
C=CCn1c(C(CCCC)CC(C)O)n[nH]c1=S (stereo not given),-10,-1
COc1ccc(NC(=O)C2CCN(C(=O)Cc3ccccc3)CC2)cc1OC,-8,-2
CC1(c2nnc(-c3ccncc3)o2)CC(c2cccnc2)=NO1 (stereo not given),-4,1
Cc1cc(C)c(C)c(S(=O)(=O)Nc2cccc(S(=O)(=O)Nc3ccccc3C(=O)O)c2)c1C,-2,6
C#CCOCCOCCOCCNc1nc(N2CCN(C(=O)CCCCCCCCCCNC(=O)Cn3cc(C[C@@H](C)O)nn3)CC2)nc(N2CCN(C(=O)CCCCCCCCCCNC(=O)Cn3cc(C[C@@H](C)O)nn3)CC2)n1,-21,0
CC(=O)Nc1ccc(OC(=O)C(CCS(C)(=O)=O)N2C(=O)c3ccccc3C2=O)cc1 (stereo not given),12,2
COc1ccc(/C=N/n2c(=O)[nH]c3c([nH]c4ccc(F)cc43)c2=O)cc1CN1CCCCC1,5,-2
O=C(c1ccccc1Cl)N1CCC(O)(c2cccnc2)CC1,3,-5
C=C(C)C(=O)Nc1cccc(C2=NOC3(C2)C[C@@H](C(N)=O)N(C(=O)C(=C)C)C3)c1 (stereo not given in full),-19,-2
COc1cccc(Cn2c3ccc(NC(=O)CC(C)C(F)(F)F)cc3c(=O)n2C)c1 (stereo not given),-2,18
CC(C)N(c1nnc(N)s1)C(C)C,-3,-5
COc1ccc(NC(=O)NNC(=O)c2ccccc2-n2cccc2)cc1OC,21,3
CC1CN(C(=O)c2ccc(CNS(=O)(=O)c3cccc(C(F)(F)F)c3)cc2)CC(C)O1 (stereo not given),0,-3
CC(=O)Nc1ccc(NC(=O)CCC(=O)OCC(=O)c2cccc([N+](=O)[O-])c2)cc1,6,-6
O=C(O)CCN1C(=O)c2ccc(NC(=O)COc3ccccc3)cc2C1=O,-1,11
CN(c1ccccc1)S(=O)(=O)c1cc(C(=O)N2CCN(c3ncccn3)CC2)ccc1Cl,-13,0
O=C1c2ccccc2C(=O)C1c1ccc(O)cc1,5,5
CC(=O)c1ccc(NC(=S)NNC(=O)NC2CCCCC2)cc1,4,-2
COc1ccccc1C(=O)Nc1ccc2ccccc2c1,8,-1
O=c1c(-c2ccc(Cl)cc2)cnc2n1CCS2,0,-5
CCOc1ccc(C(=O)NCCCN2CCCC2=O)cc1,-11,10
CN(Cc1ccc(-n2cccn2)cc1)Cc1cn(C)nc1-c1ccccc1F,-5,-1
COc1cc(NC(=O)CSc2nc(C)cc(C)n2)cc(OC)c1OC,-16,3
Cc1ccc(S(=O)(=O)NCCC(=O)NCC(c2cccs2)N(C)C)cc1C (stereo not given),2,-1

# Not all compounds are listed. The share of hits here may be higher or lower than overall.
